# Bioassay records as filed in PubChem.
# APJ ag: APJ receptor agonism. P35414. CHO-K1 APJ PathHunter beta-arrestin, luminescence; 0% DMSO wells, 100% apelin. activation, % at 20 µM. 330,000 compounds, 0.11% hits;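 active = activation more than six SD over the plate average, tested at 20 µM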;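 note: 0% = DMSO alone and 100% = apelin-13 at 10 nM; some results filed as inactive read as strong as hits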
#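 Assay system: CHO-K1 APJ beta-arrestin complementation cell line / Compound: single test compound dose, 20 µM final, 1% DMSO / Times: overnight seeding, 90 min compound at 25 °C, 1 h detection / Technique: beta-gal luminescence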
# tim23-1 inh: tim23-1 yeast growth inhibition | S. cerevisiae tim23-1 growth, BacTiter-Glo luminescence, 24 h | 330,000 compounds, 1.3% hits | AID 463212 | inhibition, % at 20 µM;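 active = growth inhibition of the mutant yeast at or above 50%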;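 note: temperature-sensitive mutant grown at 25 °C; plate controls were DMSO-treated mutant yeast for no effect and medium wells lacking yeast for full effect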
# XBP1 UPR activ: adaptive UPR (XBP1) activation; CHO-XBP1 luciferase reporter, IRE1-XBP1 UPR activation, luminescence; percent of tunicamycin response, DMSO as zero; activation, % at 20 µM; 330,000 compounds, 0.33% hits; AID 463104;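 active = versus positive control, 20 µM dose yields 30% or more activation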;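 note: 100% = tunicamycin at 10 µg/mL and 0% = DMSO only wells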
#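 Material: CHO-XBP1 cells stably carrying IRE1-XBP1-driven luciferase reporter / Amount: 1000 cells per well / Compound: 20 µM, 1% DMSO / Times: 6 h treatment, 37 °C / Detection: luciferase luminescence / Measure: % activation of reporter signal versus tunicamycin and DMSO controls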
# NALP3 yeast inh: blocks the NALP3 inflammasome reconstituted in yeast. Yeast reconstituted NLRP3/ASC/caspase-1, beta-gal luminescence, 24 h. inhibition, % at 10 µM. 330,000 compounds, 0.39% hits. AID 2825;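 active = inhibition of 50% or more; inactive = inhibition below 50%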;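 note: plate controls were induced DMSO wells for no effect and uninduced yeast grown without galactose for full effect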
# CHOP UPR activ: activators of apoptotic arm of unfolded protein response (CHOP); activation, % at 10 µM; CHO-CHOP luciferase reporter, UPR activation, luminescence; percent of tunicamycin response over DMSO baseline; 330,000 compounds, 0.34% hits;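 active = at 10 µM dose, activation of 40% or more, normalized to positive control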;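 note: 100% = tunicamycin at 10 µg/mL and 0% = DMSO alone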
#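 Evaluation: % reporter activation, DMSO baseline versus tunicamycin full activation; System: CHO-CHOP luciferase reporter cell line; Input: 500 cells/well; Incubation: 6 h compound treatment, 37 °C; Measured by: Steady-Glo luciferase luminescence; Dosing: one dose, 10 µM in 0.5% DMSO; Buffer or medium: F12 medium, 10% FBS; Benchmarks: positive tunicamycin 10 µg/mL, negative DMSO alone.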
# NR3A LBD binder: modulators (binders) of human NR3A ligand-binding domain; NR3A LBD differential scanning fluorimetry, Tm shift; 0% = protein alone, 100% = glycine-bound protein; Tm shift relative to glycine control, % at 25 µM; 340,000 compounds, 2.5% hits; AID 1259313;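 active = melting temperature shift of at least 10% of the positive control shift, at one fixed dose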
# Mdm2 MdmX PPI: inhibitors of human Mdm2/MdmX interaction. SaOS-2 split-luciferase Mdm2/MdmX complementation, luminescence. inhibition, % at 8 µM. 330,000 compounds, 3% hits. AID 485346;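 active = inhibition of at least 50% at 8 µM in the primary screen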
# Target sequence (O15151 whole entry, looked up): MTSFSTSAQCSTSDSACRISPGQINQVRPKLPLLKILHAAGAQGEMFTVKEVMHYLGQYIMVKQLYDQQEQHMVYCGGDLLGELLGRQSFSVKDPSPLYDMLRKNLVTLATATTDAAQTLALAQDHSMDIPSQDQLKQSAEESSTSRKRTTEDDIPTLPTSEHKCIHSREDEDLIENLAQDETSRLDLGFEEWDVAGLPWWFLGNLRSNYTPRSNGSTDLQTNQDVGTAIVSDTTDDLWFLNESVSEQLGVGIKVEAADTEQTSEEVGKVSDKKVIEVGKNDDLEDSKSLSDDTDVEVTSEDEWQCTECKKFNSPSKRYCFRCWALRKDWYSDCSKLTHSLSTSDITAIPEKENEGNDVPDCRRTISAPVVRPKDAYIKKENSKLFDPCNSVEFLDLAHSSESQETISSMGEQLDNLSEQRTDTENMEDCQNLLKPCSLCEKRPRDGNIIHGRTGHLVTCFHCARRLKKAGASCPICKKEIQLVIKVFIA
# Target sequence (Q00987 whole entry, looked up): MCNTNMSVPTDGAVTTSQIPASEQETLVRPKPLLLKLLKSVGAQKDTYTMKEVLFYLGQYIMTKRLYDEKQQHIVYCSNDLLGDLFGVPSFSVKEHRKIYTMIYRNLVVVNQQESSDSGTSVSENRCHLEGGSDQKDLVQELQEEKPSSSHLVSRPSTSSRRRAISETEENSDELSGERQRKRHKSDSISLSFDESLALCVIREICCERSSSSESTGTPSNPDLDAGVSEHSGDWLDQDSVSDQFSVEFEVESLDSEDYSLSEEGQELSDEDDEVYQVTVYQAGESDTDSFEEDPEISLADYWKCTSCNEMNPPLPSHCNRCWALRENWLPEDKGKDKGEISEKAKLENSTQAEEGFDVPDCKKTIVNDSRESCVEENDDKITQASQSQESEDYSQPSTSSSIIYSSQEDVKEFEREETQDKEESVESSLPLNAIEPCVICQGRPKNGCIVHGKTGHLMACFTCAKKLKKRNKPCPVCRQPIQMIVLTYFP
# tim10-1 inh: growth inhibitors of tim10-1 mutant yeast | S. cerevisiae tim10-1 ts strain growth, BacTiter-Glo, 24 h | inhibition, % at 20 µM | 330,000 compounds, 2.2% hits | AID 463190;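 active = inhibition of at least 40%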;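 note: mutant grown at 25 °C; 0% = DMSO wells with yeast and 100% = wells holding no yeast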
# TIM10 inh: TIM10 yeast growth inhibition | S. cerevisiae TIM10 strain growth, BacTiter-Glo luminescence, 24 h | inhibition, % at 10 µM | 330,000 compounds, 1.4% hits;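 active = inhibition of 40% or more at the single tested concentration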;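 note: wild-type TIM10 isogenic control strain grown at permissive 25 °C; 0% = DMSO yeast wells and 100% = minimal medium wells without yeast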
# Starred values were filed as active, the others as inactive; nt = not tested or not shown. Rows were taken by chance (roughly 8.2% active in at least one column).
SMILES,APJ ag,tim23-1 inh,XBP1 UPR activ,NALP3 yeast inh,CHOP UPR activ,NR3A LBD binder,Mdm2 MdmX PPI,tim10-1 inh,TIM10 inh
Nc1nc(CSCCO)nc(Nc2ccccc2)n1,-1.5,-3.3,1.2,-6.7,1.1,0.9,-21.1,9.7,-23.2
CN(C)c1nc(N)nc(CSc2ncc(Cl)cc2Cl)n1,-5.2,34.6,0.3,19.2,0.6,0.3,16.6,35.2,0.3
CCN(CC)C(=O)CSCC(=O)Nc1ccccc1,3.7,0.1,-1.3,24.0,-1.2,0.6,0.1,0.5,2.8
COc1ccc(NC(=O)CCCC(=O)O)cc1Cl,0.4,-3.3,-3.5,28.2,0.8,-4.0,12.3,-18.0,-2.4
COc1ccccc1-c1c(C)nn2c(-c3ccccc3)cc(C)nc12,-6.2,39.9,-3.0,12.2,0.5,0.7,-3.1,23.9,25.4
CCN1CCN(c2ccc(S(=O)(=O)N3CCOCC3)cc2NC(=O)c2ccccc2OC(F)F)CC1,-0.8,0.8,-2.7,9.6,-1.1,nt,14.3,18.5,-1.6
Cc1ccc(O)c(C(=O)c2cc(C#N)c(=O)n(-c3c(C)n(C)n(-c4ccccc4)c3=O)c2)c1,-3.3,3.5,-3.0,-4.5,0.3,-0.1,-20.9,-0.9,-14.6
COCCN(C(=O)CCC(=O)Nc1nccs1)C(C(=O)NCCC(C)C)c1ccc(OC)cc1 (centres undefined),-1.0,5.5,-0.4,11.4,-0.8,-1.0,20.5,5.8,0.3
Cc1ccc2cc(CN(C(=O)c3cccs3)c3ccccc3)c(=O)[nH]c2c1,-0.9,-2.7,-3.1,-18.9,-0.8,-0.7,37.4,7.0,-10.2
Cc1sc(NC(=O)c2ccccc2)c(C(c2ccc(Cl)cc2)N2CCN(CCO)CC2)c1C (centres undefined),-1.5,51.6*,1.6,6.7,0.3,-6.4,54.5*,41.9*,30.0
Cc1ccc(-c2noc(C3CCN(S(C)(=O)=O)CC3)n2)o1,-2.2,4.0,-2.5,-14.9,1.5,3.8,-53.1,2.8,-8.5
Cc1ccc(-c2[nH]nc(N)c2N=Nc2ccccc2C)cc1,0.7,19.8,1.9,28.6,0.9,44.4*,41.8,56.3*,45.1*
CCN(CC)CCOC(=O)C1c2ccccc2Oc2ccccc21,-4.3,-5.7,-4.0,12.2,-0.9,0.4,-10.5,0.7,-4.5
COc1ccc(CCN2CC(C(=O)NCc3cc(C(C)C)no3)CCC2=O)cc1 (centres undefined),1.4,-8.1,-6.4,10.7,0.1,-1.5,-1.6,-7.7,-1.1
CCOc1ccc(C(=O)OCC(=O)Nc2nc(OC)cc(OC)n2)cc1OCC,-1.8,-8.5,-3.6,9.5,-2.6,-0.7,-6.8,13.9,-7.3
Cc1cccc(Oc2ccccc2N)c1,-4.8,18.1,2.2,-0.1,4.3,1.3,2.0,7.7,-22.8
COc1ccc(C)cc1S(=O)(=O)N(CC(=O)N1CCOCC1)c1cc(C)cc(C)c1,-0.4,13.5,-5.4,13.8,-0.8,1.6,-7.0,16.3,7.2
CCCCOc1ccc(/C=C/C(=O)OCC(=O)NC2CCS(=O)(=O)C2)cc1OCC (centres undefined),2.1,-3.6,-0.8,11.1,0.1,-1.6,-11.0,0.9,0.0
O=C(Nc1ccc(S(=O)(=O)N2CCN(c3ccccc3)CC2)cc1)c1cccs1,8.9,9.4,-3.9,23.2,0.4,4.9,-7.8,-4.0,20.2
CCCc1cc(=O)[nH]c(SCC(=O)Nc2c(C)n(C)n(-c3ccccc3)c2=O)n1,1.2,-4.2,0.2,21.5,0.0,3.3,16.6,-10.9,-16.0
CCC(C(=O)NCC1CCCO1)n1nc(C)c2sc3ccccc3c2c1=O (centres undefined),-1.8,16.5,-2.5,18.9,-1.2,-1.3,-6.1,11.7,12.9
CC1=NN(c2cccc(Cl)c2)C(=O)C12CC(C)=C(C)CS2 (centres undefined),3.0,38.6,-1.4,9.7,0.5,2.8,6.5,34.3,31.6
Cc1nn(CCCC(=O)Nc2cc(Oc3ccccc3)cc([N+](=O)[O-])c2)c(C)c1[N+](=O)[O-],1.1,33.8,-2.9,-4.4,-0.5,8.9,20.0,29.8,27.8
O=C(O)c1cc(N/N=C/c2ccc(N3CCOCC3)cc2)ccc1Cl,-1.4,6.9,-7.8,1.2,-8.1,3.5,-43.2,-16.2,0.9
Oc1[nH]c2ccccc2c1N=Nc1nc2ccccc2s1,-7.7,14.3,1.8,35.5,0.5,1.6,-3.8,14.3,20.7
O=C(Nc1ccc(S(=O)(=O)N2CCCC2)cc1)c1cnccn1,-0.4,8.7,-3.6,4.7,-0.1,-0.9,9.9,4.9,5.4
CCOC(=O)CN(C)S(=O)(=O)c1ccc(-c2cc(C(=O)OC)sc2C(F)(F)F)cc1,0.1,12.8,-4.0,7.7,-0.3,-0.2,6.8,16.6,-11.3
C[C@@H](C(=O)NC1CCCCC1)N1C(=O)N2CCc3c([nH]c4ccccc34)[C@@]2(C)C1=O,-4.2,19.4,-2.7,20.1,0.7,-1.9,-20.2,11.6,12.6
Cc1ccnc(NS(=O)(=O)c2ccc(NC(=O)c3ccc(S(=O)(=O)N(C)C)cc3)cc2)n1,-2.7,2.6,0.8,5.2,0.1,0.1,2.8,14.2,4.6
CCOC(=O)c1sc(NC(=O)c2ccncc2)nc1C,-0.8,14.7,5.3,2.4,0.1,0.5,8.6,17.0,12.7

# Part of the list above, as tab-separated lines:
Structure	APJ ag	tim23-1 inh	XBP1 UPR activ	NALP3 yeast inh	CHOP UPR activ	NR3A LBD binder	Mdm2 MdmX PPI	tim10-1 inh	TIM10 inh
O=C(O)c1cc(N/N=C/c2ccc(N3CCOCC3)cc2)ccc1Cl	-1.4	6.9	-7.8	1.2	-8.1	3.5	-43.2	-16.2	0.9
Oc1[nH]c2ccccc2c1N=Nc1nc2ccccc2s1	-7.7	14.3	1.8	35.5	0.5	1.6	-3.8	14.3	20.7
O=C(Nc1ccc(S(=O)(=O)N2CCCC2)cc1)c1cnccn1	-0.4	8.7	-3.6	4.7	-0.1	-0.9	9.9	4.9	5.4
CCOC(=O)CN(C)S(=O)(=O)c1ccc(-c2cc(C(=O)OC)sc2C(F)(F)F)cc1	0.1	12.8	-4.0	7.7	-0.3	-0.2	6.8	16.6	-11.3
C[C@@H](C(=O)NC1CCCCC1)N1C(=O)N2CCc3c([nH]c4ccccc34)[C@@]2(C)C1=O	-4.2	19.4	-2.7	20.1	0.7	-1.9	-20.2	11.6	12.6

# The list continues:
SMILES,APJ ag,tim23-1 inh,XBP1 UPR activ,NALP3 yeast inh,CHOP UPR activ,NR3A LBD binder,Mdm2 MdmX PPI,tim10-1 inh,TIM10 inh
O=C(c1cc(COc2c(F)cccc2F)on1)N1CCCCCC1,9.8,19.9,-1.9,26.2,2.5,7.5,-16.4,18.0,6.5
CCCCc1c(O)nc2sc3cc(OC)ccc3n2c1=O,-1.4,25.4,0.0,-5.9,3.9,-3.8,-19.0,-0.5,13.7
CCNC(=O)[C@H]1O[C@@H](n2cnc3c(N)nc(NCCc4ccc(CCC(=O)O)cc4)nc32)[C@H](O)[C@@H]1O,-4.3,-0.1,-3.1,12.3,0.7,0.6,-4.1,1.9,3.1
COc1cc(OC)c(C(=O)N2CCCC2)cc1OC,-2.5,2.4,-1.0,5.8,-0.3,-1.5,25.8,0.8,-21.5
Cc1ccc(CNC(=O)CNC(=O)[C@@H]2Cc3ccccc3CN2)cc1,-3.1,-7.8,-0.6,-6.3,2.3,-6.3,-5.3,-10.9,0.7
Cc1ccc(-c2ccc(C(=O)O)c(C)n2)cc1,-0.1,9.6,0.2,4.4,-0.9,-6.3,2.8,-11.9,-0.1
Cc1cc[n+](Cc2ccc([N+](=O)[O-])cc2)cc1,-5.0,-0.3,-1.8,8.9,-0.9,1.2,7.6,20.8,-6.6
CS(=O)(=O)N1CCc2cc(-c3csc(NCC4CCCO4)n3)ccc21 (centres undefined),-1.1,6.6,-4.1,0.6,1.3,-1.6,18.1,11.7,12.0
COc1ccc2oc(=O)c(C(=O)N3CCCC3)cc2c1,-1.9,-11.2,0.9,3.5,1.8,-0.4,-16.7,-7.4,-6.6
CCN(c1ccc(NC(=O)COC(=O)CCC(=O)c2ccc(F)cc2)cc1)C(C)C,0.0,20.9,-2.8,25.2,-0.2,-2.7,-8.5,26.2,8.9
COc1cccc(/C=N/Nc2nnc(C)n2N)c1OCc1ccccc1Cl,2.7,21.6,-2.2,1.9,3.6,-6.4,20.4,19.5,10.5
Cc1ccc(C(=O)NCCCn2ccnc2)cn1,-1.3,-4.8,-2.5,-10.6,-2.0,0.8,5.9,-7.9,-22.3
Cc1ccc(NC(=O)C(Cc2ccccc2)NC(=O)c2ccco2)cc1 (centres undefined),2.1,6.5,-1.1,-0.2,1.1,0.3,-4.3,5.7,9.4
COC(=O)C1=C2SCC(=O)N2C(N)=C(C#N)C1,-11.2,4.3,-0.7,6.0,1.3,-0.6,24.1,-19.3,-1.7
O=C(COC(=O)C1(c2ccc(F)cc2)CCCC1)N1CCc2ccccc21,-2.4,11.1,-3.2,27.0,0.8,-0.7,7.5,-12.4,13.0
CC(OC(=O)CC1CCCCC1)C(=O)Nc1ccc(S(N)(=O)=O)cc1 (centres undefined),3.1,10.6,-4.4,12.1,1.7,0.7,3.2,7.8,8.4
CC(C)CC1NC(=O)c2ccccc2-n2c1nc1ccc(Cl)cc1c2=O (centres undefined),-3.2,24.5,0.4,5.5,0.6,nt,12.3,18.8,14.2
CCN(CC(=O)Nc1c(F)cccc1F)C(=O)Cc1c(C)nc2ccccc2c1C,0.1,7.5,0.2,23.2,1.6,-2.2,23.1,2.8,6.8
CCOc1ccc(-n2cc(C(=O)NC(C)C)c3cc(OC)c(OC)cc3c2=O)cc1,0.3,7.6,-2.1,2.5,1.5,0.9,10.9,4.9,0.8
COc1ccccc1C(=O)O/N=C(\N)c1ccccc1Cl,3.4,51.6*,-0.2,6.8,2.3,0.0,21.3,40.8*,34.6
CSc1nc(N(C)NC(=O)c2ccccc2)c2ccccc2n1,-2.7,22.8,6.2,5.6,0.2,1.0,55.9*,10.8,12.1
C[C@H]1C=C(C(=O)NC2CC2)O[C@@H](OCc2ccc(CO)cc2)C1,-2.7,-9.5,1.7,17.0,1.5,-0.5,-4.8,-39.2,-14.5
C=CCn1c(=NC(=O)c2ccc(S(=O)(=O)N3CCCC3)cc2)sc2cc(NC(C)=O)ccc21,-0.9,4.6,-3.4,28.9,-0.7,18.6*,3.9,7.4,3.1
CCN(C(=O)CSc1nnnn1-c1ccccc1OC)C1CCS(=O)(=O)C1 (centres undefined),-8.0,-2.5,0.7,6.2,-0.4,-2.1,-4.6,-1.0,10.4
CN(CCCN1CCOCC1)C(=O)c1cc(COc2ccc(F)cc2F)on1,-2.2,1.3,-3.3,4.8,2.2,-1.1,-1.7,-18.2,-8.4
CCOc1ccc(S(=O)(=O)NCCC(=O)NCC(c2ccccc2OC)N2CCCC2)cc1 (centres undefined),2.7,10.6,-4.8,9.1,1.1,0.7,15.2,10.4,-0.2
